Screens: PubChem BioAssay, several laboratories
HEK293 NFkB inh = inhibitors of PMA/ionomycin-induced NF-kB reporter, primary screen, antigen receptor NF-kB inhibitor project, cell-based, HEK-293 luciferase reporter, luminescence. HEK-293 NF-kB luciferase reporter. hit rate 0.21% among 62,000. AID 465, 2006. inhibition, % at 3 µM;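 active means inhibition above the mean of all tested compounds plus 3 SD, cut at about 40% in these data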;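 further: 0% = stimulated DMSO wells and 100% = 10 µM reference inhibitor 5653914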
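System – HEK-293 cells with stable firefly luciferase reporter driven by four HIV NF-kB elements · Doses – one dose, 3 µM · Schedule – 1 h compound pre-incubation, 16 h PMA/ionomycin at 37 °C · Technique – luminescence from luciferase substrate reagent · Measure – percent inhibition normalized per plate to DMSO and reference-inhibitor controls · Replicates – tested once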
Jurkat viability = cytotoxicity toward Jurkat T cells, primary screen, cytotoxicity control, cell-based, Jurkat E6.1, 60K MLSMR library. inhibition, % at 4 µM. Jurkat E6.1 viability, ATP luminescence, 48 h. AID 463, 2006. hit rate 1.2% among 56,000;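 active means inhibition above the mean inhibition of all tested compounds plus 3 SD, cut at about 28% in these data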
ROCK2 inh = inhibitors of human ROCK2 kinase, primary screen, biochemical, high-throughput, luminescence | purified ROCK2, Kinase-Glo ATP depletion luminescence | inhibition, % at 6 µM | hit rate 0.35% among 60,000 | AID 604, 2007;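 active means inhibition above the screen-wide mean inhibition plus 3 SD, cut at about 18% in these data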;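 further: plate controls were DMSO wells for no effect and Y-27632 control wells after no-enzyme background subtraction for full effect; many of its hits are not listed in these tables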
TNAP act DEA = human TNAP enzyme activators, primary screen, biochemical, luminescent, intermediate phosphate acceptor level; Alkaline phosphatase, tissue-nonspecific isozyme (Homo sapiens), P05186; 64,000 tested, under 10 active; activation factor at 20 µM; purified TNAP, CDP-star luminescence, 100 mM DEA, 30 min; hits give high values; scale: 0 levamisole-inhibited, 1 vehicle-only enzyme; AID 813, 2007;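 active means activation factor of at least 2 at 20 µM, relative to controls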
PKA inh = inhibitors of human PKA kinase activity, primary screen, biochemical, ATP-depletion luminescence, Kemptide substrate; hit rate 0.1% among 65,000; cAMP-dependent protein kinase catalytic subunit alpha (Homo sapiens), P17612; PKA Kemptide phosphorylation, Kinase-Glo ATP luminescence; inhibition, % at 6 µM;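 active means inhibition above the screen-wide mean inhibition plus 3 SD, cut at about 21% in these data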; further: many of its hits are not listed in these tables
Cdc25B inh = inhibitors of Cdc25B phosphatase catalytic domain, primary screen, biochemical, OMFP fluorescence; M-phase inducer phosphatase 2 (Homo sapiens), P30305; recombinant Cdc25B, OMFP fluorescence Ex485/Em525; inhibition, %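 (compounds tested at 10 µM final in the well)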; hit rate 0.1% among 65,000; AID 368, 2006; in the data active means inhibition above about 50%
Target sequence (P30305 whole entry, looked up, the tested form may be a part): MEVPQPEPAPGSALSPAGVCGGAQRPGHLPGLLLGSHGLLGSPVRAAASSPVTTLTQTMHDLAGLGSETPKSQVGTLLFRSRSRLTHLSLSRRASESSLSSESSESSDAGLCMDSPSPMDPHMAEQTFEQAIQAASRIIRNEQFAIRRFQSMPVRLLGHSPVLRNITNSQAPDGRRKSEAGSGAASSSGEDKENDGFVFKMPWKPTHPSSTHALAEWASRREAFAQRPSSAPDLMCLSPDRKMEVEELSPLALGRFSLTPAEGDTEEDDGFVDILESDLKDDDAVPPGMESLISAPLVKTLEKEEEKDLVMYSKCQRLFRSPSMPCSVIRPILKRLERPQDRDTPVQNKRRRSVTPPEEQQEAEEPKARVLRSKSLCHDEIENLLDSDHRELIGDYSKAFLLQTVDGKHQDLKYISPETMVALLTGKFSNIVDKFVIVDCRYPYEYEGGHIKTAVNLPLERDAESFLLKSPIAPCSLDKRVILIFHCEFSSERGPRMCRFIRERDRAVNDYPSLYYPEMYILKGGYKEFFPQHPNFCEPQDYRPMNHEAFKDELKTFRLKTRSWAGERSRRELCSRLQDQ
DUSP1 inh = MKP-1 phosphatase inhibitors, primary screen, biochemical, in vitro; AID 374, 2006; Dual specificity protein phosphatase 1 (Homo sapiens), P28562; inhibition, %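 (compounds tested at a single concentration somewhere between 10 and 100 µM)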; hit rate 0.15% among 65,000; recombinant MKP-1, OMFP hydrolysis fluorescence;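 active means inhibition above about 50%, limit read from the data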;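 further: 0% = DMSO max control wells and 100% = wells with enzyme stopped by NaOH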
MMP13 inh = human MMP13 inhibitors, primary screen, biochemical, FRET peptide cleavage. Collagenase 3 (Homo sapiens), P45452. MMP-13 fTHP FRET cleavage, Mca fluorescence. inhibition, % at 4 µM. hit rate 0.07% among 65,000;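 active means inhibition above the mean of compound-free control plate wells plus 3 SD, cut at about 14% in these data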;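 further: 0% = DMSO wells and 100% = wells with reference MMP-13 inhibitor after basal subtraction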
JNK3 blocker = JNK3 kinase activity inhibitors, primary screen, biochemical, human, purified enzyme | inhibition, % at 8 µM | hit rate 0.61% among 60,000 | HTS | Mitogen-activated protein kinase 10 (Homo sapiens), P53779; in the data active means inhibition above about 17%;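 further: 0% = DMSO and 100% = reference inhibitor; many of its hits are not listed in these tables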
Target sequence (P53779 whole entry, looked up): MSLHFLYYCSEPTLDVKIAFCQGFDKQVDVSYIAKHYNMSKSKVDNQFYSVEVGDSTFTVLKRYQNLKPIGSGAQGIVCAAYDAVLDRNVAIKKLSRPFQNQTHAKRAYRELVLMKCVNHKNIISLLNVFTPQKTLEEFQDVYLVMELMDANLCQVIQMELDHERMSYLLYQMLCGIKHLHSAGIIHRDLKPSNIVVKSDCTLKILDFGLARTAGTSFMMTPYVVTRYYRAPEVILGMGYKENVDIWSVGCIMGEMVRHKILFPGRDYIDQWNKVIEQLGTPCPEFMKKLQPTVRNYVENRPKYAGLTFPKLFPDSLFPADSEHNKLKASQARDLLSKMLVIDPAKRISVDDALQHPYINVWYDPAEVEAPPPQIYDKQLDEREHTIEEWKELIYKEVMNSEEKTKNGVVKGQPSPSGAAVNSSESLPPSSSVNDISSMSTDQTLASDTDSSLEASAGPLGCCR
The depositor's hits bear a star; / = not tested or not shown.

SMILES	HEK293 NFkB inh	Jurkat viability	ROCK2 inh	TNAP act DEA	PKA inh	Cdc25B inh	DUSP1 inh	MMP13 inh	JNK3 blocker
CC(C)Cn1c(N)c(C(=O)COC(=O)c2cc(-c3ccco3)nc3ccccc23)c(=O)n(C)c1=O	17	15	5	0.8	4	41	51*	-2	9
Cc1ccc2cc(CN(CC3CCCO3)S(=O)(=O)c3ccc4c(c3)OCCO4)c(=O)[nH]c2c1C (configuration not stated)	22	5	2	0.9	6	2	38	4	2
Cc1cc(C)n(-c2ccc(C(=O)Nc3nnc(C4CC4)s3)cc2)n1	2	1	6	1	10	-1	0	-4	2
CCOC(=O)c1cc2c(ccn2C)n1CC(=O)N1CCC(Cc2ccccc2)CC1	8	4	-8	0.9	-3	-4	17	-3	5
O=S(=O)(NCc1cccnc1)c1cccs1	9	3	-4	0.9	-2	2	-4	6	-5
CCCN(CCC)CCCNS(=O)(=O)c1ccc2c(c1)oc(=O)n2C	16	-2	4	0.9	7	-3	0	-2	0
O=C(NCc1ccc(N2CCCC2=O)cc1)NC1CCCCC1	8	0	6	1	2	-1	-3	-4	0
Cc1c(C#N)c(N=CN(C)C)c(C(=O)c2ccccc2)n1-c1ccccc1	5	6	4	0.9	6	-17	-3	3	2
CCOC(=O)N1CCC(Nc2c(NCCCOC)c(=O)c2=O)CC1	15	5	-3	1	-6	-2	-2	-2	-8
C=CCOc1nc2c(c(=O)n(C)c(=O)n2C)n1Cc1c(Cl)cccc1Cl	/	/	10	0.9	4	10	-13	-1	13
COc1ccccc1-c1cc(C(=O)NCCCn2ccnc2)no1	13	6	3	0.8	7	-14	4	-6	-1
C=CCn1c(SCc2nc(N)nc(N(C)C)n2)nnc1-c1cccnc1	14	4	1	0.9	0	-12	-1	-4	5
COCc1[nH]nc2c1C(c1ccc(OC)cc1)C(C#N)=C(N)O2 (configuration not stated)	/	/	6	0.8	4	5	-6	-2	4
CCCOc1ccc2ccccc2c1/C=N/n1c(C)nnc1-n1nc(C)cc1C	1	82*	2	0.9	6	-6	5	-3	0
COc1cccc(N(C(=O)c2cccs2)c2nc3ccccc3s2)c1	15	0	1	0.9	1	-1	6	8	-3

Profiles from above:
Results for CCOC(=O)N1CCC(Nc2c(NCCCOC)c(=O)c2=O)CC1 : HEK293 NFkB inh = 15; Jurkat viability = 5; ROCK2 inh = -3; TNAP act DEA = 1; PKA inh = -6; Cdc25B inh = -2; DUSP1 inh = -2; MMP13 inh = -2; JNK3 blocker = -8
Results for CCOC(=O)c1cc2c(ccn2C)n1CC(=O)N1CCC(Cc2ccccc2)CC1 : HEK293 NFkB inh = 8; Jurkat viability = 4; ROCK2 inh = -8; TNAP act DEA = 0.9; PKA inh = -3; Cdc25B inh = -4; DUSP1 inh = 17; MMP13 inh = -3; JNK3 blocker = 5
Results for O=C(NCc1ccc(N2CCCC2=O)cc1)NC1CCCCC1 : HEK293 NFkB inh = 8; Jurkat viability = 0; ROCK2 inh = 6; TNAP act DEA = 1; PKA inh = 2; Cdc25B inh = -1; DUSP1 inh = -3; MMP13 inh = -4; JNK3 blocker = 0

Later entries
SMILES	HEK293 NFkB inh	Jurkat viability	ROCK2 inh	TNAP act DEA	PKA inh	Cdc25B inh	DUSP1 inh	MMP13 inh	JNK3 blocker
Nc1nc(N2CCCCC2)nc(N(c2ccccc2)c2ccccc2)n1	-12	-2	3	0.9	7	-18	-2	-16	2
Cc1cc(=O)[nH]c(N2CCN(C(c3ccccc3)c3ccccc3)CC2)n1	5	3	-8	1	-3	-1	0	1	2
O=C(Nc1ccc2c(c1)OCCO2)C1CCC1	8	0	0	0.9	-3	-2	-5	0	-2
O=C(CSc1nnc(-c2ccco2)o1)NC1CC2CCC1C2 (configuration not stated)	5	-2	9	0.9	8	-7	19	5	-3
CSc1ccccc1NC(=O)c1cnc2n(c1=O)CCS2	-22	-6	4	0.9	6	-6	4	-6	4
COC(=O)c1ccc(C(=O)OC)c(NC(=O)c2ocnc2C)c1	8	/	/	0.9	0	5	21	1	/
CCc1cccc2c(C#N)cn(CCOc3ccccc3OC)c12	6	7	0	0.9	-1	-11	-3	2	-2
Clc1ccc(N2CCN(c3ncnc4c3oc3ccccc34)CC2)cc1	8	-2	1	1	10	-3	-15	0	6
N#Cc1nc(-c2ccco2)oc1N1CCN(c2cccc(Cl)c2)CC1	22	4	-2	0.9	-2	33	-1	-8	-3
COc1ccccc1NC1=NC2(CCCC2)N=C(N)N1	19	-2	-2	0.9	4	-4	7	5	-3
CC/C(=C\C(=O)c1cccnc1)Nc1ccc(C)c(C)c1	9	4	14	0.8	12	-11	-17	2	-2
CC(C)(C)C1=Nn2c(nnc2-c2ccco2)SC1	/	/	3	0.8	1	16	-5	-2	1
Cc1cnc(C(=O)Nc2ccccc2-c2ccc(C)o2)cn1	18	/	/	1	10	1	18	6	/
Cn1c(SCC(=O)N2CCOCC2)nnc1-c1cccc(NC(=O)c2ccccc2F)c1	/	/	0	0.8	-2	24	-20	0	4
CCCc1cc(C(=O)NCc2cccs2)no1	-9	-5	0	0.9	5	-4	-7	3	1
O=c1[nH]c(SCc2ccc(F)cc2)nc2c1cnn2-c1ccc(F)cc1	5	-5	-3	0.8	6	-3	-7	4	4
CCOC(=O)C1=C(C)NC(=O)NC1c1cc(C)sc1C (configuration not stated)	26	6	-4	1.1	-5	-5	4	-1	-2
CN(C)C(=O)Cn1c(SCC(=O)N2CCCc3ccccc32)nc2ccccc21	8	14	5	0.9	4	-5	9	0	6
O=C(NCCNC(=O)C1CC2CCC1C2)C1CC2CCC1C2 (configuration not stated)	17	-1	1	0.9	-3	4	11	0	-7
COc1cc2ccccc2cc1C(=O)Nc1ccc(N2CCN(C)CC2)cc1	-16	-1	9	0.9	12	7	8	-1	-15
O=C1CN(C(=O)COC(=O)Cc2ccsc2)c2ccccc2N1	11	-3	3	1	6	-9	-2	-4	-15
Cc1ccsc1-c1nc(CSCC(=O)NCc2ccc3c(c2)OCO3)c(C)o1	2	-9	-2	1	10	-10	0	-12	1
CS(=O)(=O)c1ccc2nc(NC(=O)C3COc4ccccc4O3)sc2c1 (configuration not stated)	-11	4	1	0.9	4	1	29	4	-6
O=C(Cc1ccccc1)Nc1c2c(nn1-c1cccc(Cl)c1)CS(=O)(=O)C2	10	/	/	0.9	2	-3	5	-3	/
CN(C)c1nc(Nc2ccccc2)nc(Oc2ccc(=O)[nH]n2)n1	18	/	/	0.9	-9	3	-13	-1	/
Cc1cc(C)n(CC(=O)n2nc(C)cc2C)n1	/	/	-11	0.9	0	2	-18	2	-10
Cc1sc2nc(SCC(=O)NCCOCCO)n(C)c(=O)c2c1C	9	3	5	1	8	-10	8	3	4
CCSc1nnc(NC(=O)NCC(F)(F)F)s1	/	/	11	1	6	-24	-41	6	2
COC(=O)CCCC[C@H]1SC[C@H]2NC(=O)N[C@]21O	10	2	6	0.9	3	-11	6	2	14
O=C(CP(=O)(CO)CO)c1ccc(Cl)cc1	15	-6	5	0.9	12	-3	5	-2	-3
CC12COC3(C(=O)N4CCN(c5ccccn5)CC4)CC1CCC32C (configuration not stated)	15	/	/	1	11	-8	2	3	/
CC1=C(C(=O)OC2CCCCC2)C(c2cccnc2)n2ncnc2N1 (configuration not stated)	15	/	/	0.9	3	0	-8	2	/
CN(C)S(=O)(=O)c1ccc(C(=O)Oc2ccccc2)cc1	6	3	-5	1	3	-16	-2	5	0
CCc1c(C)sc(NC(=O)c2ccco2)c1C(=O)N1CCCCC1	10	-9	4	1	4	1	13	-4	-5
C=C(C)Cn1c(C2CC(=O)N(Cc3ccccc3)C2)nc2ccccc21 (configuration not stated)	18	0	1	1	-3	-6	3	4	0
CCc1nnc(NC(=O)CSc2nnc(CSc3nc(C)cc(C)n3)n2CC)s1	9	-4	0	0.8	1	0	3	5	-8
Cc1ccc(-c2nnn(CC(=O)NCC3COCCO3)n2)o1 (configuration not stated)	8	-5	-1	0.9	-4	-33	-23	2	-4
O=C(c1ccccc1)c1ccc(CN2C(=O)c3ccccc3C2=O)o1	-3	-2	2	1	8	-4	-5	4	5
CCCn1c(NCc2ccc(C)o2)nc2ccccc21	17	6	-1	0.8	0	-10	6	4	-7
CCCn1cc(S(=O)(=O)CC(=O)N2CCc3ccccc32)c2ccccc21	14	/	/	1	1	-13	6	3	/
Cc1cc(C)c2ccc(C)[n+]([O-])c2c1O	17	-5	2	0.9	-1	-8	2	1	-1
CCCCCCN1C(=O)C(O)=C(C(C)=O)C1c1ccc(Cl)cc1 (configuration not stated)	13	-2	2	0.9	4	-2	21	2	0
O=C(O)C1(NS(=O)(=O)c2ccc(F)c(Cl)c2)CCCCC1	8	-5	8	0.9	5	-7	-4	-7	5
CN1CCN(C(=O)c2ccccc2NC(=O)Cc2ccccc2)CC1	10	0	0	1	-1	2	7	3	2
C=CCn1c(SCC(=O)N2CCN(c3ccc(F)cc3)CC2)nnc1-c1ccco1	5	4	4	1	5	0	3	-4	0
CCOC(=O)C1CCCN(C(=O)Cn2cnc3c2c(=O)n(C)c(=O)n3C)C1 (configuration not stated)	7	3	1	0.9	-6	0	4	-1	-13
CCc1cc2c(NCCC(=O)O)nc(C)nc2s1	24	4	-5	0.9	-6	4	16	-19	-5
CC(=O)C1=C(O)C(=O)N(CCc2c[nH]c3ccccc23)C1c1ccco1 (configuration not stated)	4	/	/	0.9	5	-2	14	4	/
COc1ccccc1-c1nc(C#N)c(N2CCN(c3ccccc3)CC2)o1	10	2	-2	0.9	-3	-15	1	-13	-9
O=S(=O)(Nc1ccc2c(c1)OCO2)c1cccs1	8	-1	-1	0.9	7	-3	2	3	3
COC(=O)CCC(=O)c1oc2ccc(Br)cc2c1N	8	12	0	/	0	3	-7	-11	6
COc1cccc(NS(=O)(=O)c2nc3nc(C)cc(C)n3n2)c1	-3	-5	6	1	8	-12	-2	2	4
Cc1cc(C(=O)CC#N)c(C)n1-c1ccc(OC(F)F)cc1	5	25	1	1	3	-8	7	-3	5
Cc1c(N=Cc2ccco2)c(=O)n(-c2ccccc2)n1C	-2	-5	6	0.9	7	-7	6	-14	5
O=C(NCc1ccco1)c1cc(-c2ccccc2)c(N2CCOCC2)s1	5	-14	6	0.9	6	13	-4	1	-6
CN1C(=O)NC(c2ccccc2)C2=C1CN(Cc1ccco1)C2=O (configuration not stated)	11	2	-4	1.1	1	-2	-5	1	10
COC(=O)c1ccc(CSc2ncnc3c2oc2ccccc23)o1	13	3	-4	1	-3	-9	29	-1	8
Cc1ccc(OC(C)c2nnc(N)s2)cc1Cl (configuration not stated)	15	9	7	0.9	11	-19	13	2	0
Clc1ccc(Cc2noc(CN3CCN(c4ccccc4)CC3)n2)c(Cl)c1	20	-1	5	0.9	10	-12	-7	-1	-2
Cc1cc(C)nc(N(C#N)CC(=O)N2CCC(C(N)=O)CC2)n1	12	6	-7	0.9	-5	6	17	-2	2
Cc1ccc(C(C)n2cc(C(=O)NCc3cccnc3)nn2)cc1 (configuration not stated)	16	/	/	0.9	3	-1	-18	4	/
COc1ccccc1NC(=O)CNS(=O)(=O)c1ccccc1	9	2	-2	0.9	-4	1	2	-2	-2
c1ccc2cc3[nH]c(CN4CCOCC4)nc3cc2c1	14	-8	3	/	8	3	-19	-7	4
